Assay outcomes (PubChem)
Myeloid diff 2 = induction of myeloid progenitor differentiation, primary screen, cell-based, flow cytometry, MLPCN library; ER-HoxA9 myeloid progenitors, lysozyme-GFP differentiation; calls only at 10 µM; 360,000 tested, 1% active; AID 624256, 2012;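 active = normalized GFP-positive differentiation at or above the plate's own cutoff, the solvent-only control mean plus 3 SD; inconclusive = no clear call, values can overlap the other calls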;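 also: cells exposed to compound for four days before flow analysis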
Myeloid diff 2 GFP+ MAC1+ % = second read-out of Myeloid diff 2, no call of its own (marks repeat the call); GFP+ MAC1+ double positive, %; measured here: differentiation confirmed by MAC1 staining
Numbers without * were called inactive; i = inactive; ? = inconclusive; . = no result given; + = active, no number. Some of the compounds tested, so the mix of outcomes need not match the whole.

SMILES	Myeloid diff 2	Myeloid diff 2 GFP+ MAC1+ %
COc1cc(C(=O)OCC(=O)N(CC(C)C)C2CCS(=O)(=O)C2)cc(OC)c1C (stereo not given)	i	0.5
Cc1ccc2oc3c(SCc4nc5ccccc5[nH]4)nc(C)nc3c2c1	i	1.1
Cc1cn(-c2cccnc2)c(C)c1CNC[C@H]1O[C@@H](n2cnc3c(N)ncnc32)[C@H](O)[C@@H]1O	i	0.1
O=C(Nc1ccc(Cl)c(S(=O)(=O)N2CCCCC2)c1)c1cccnc1	i	0.8
Cc1ccc(S(=O)(=O)N2C[C@@H]3CCCC[C@@H]3[C@@H](C)[C@H]2c2cn(Cc3ccccc3)c3ccccc23)cc1	?	.
COc1ccc(S(N)(=O)=O)cc1C(=O)OCC(=O)Nc1sccc1C#N	i	1.1
CCN1C(=O)N[C@@H](c2ccco2)C(C(C)=O)=C1C	i	2.2
CC1(C(=O)NS(=O)(=O)c2cccc(OC(F)F)c2)CCN1C(=O)C1CC1 (stereo not given)	i	0.9
COC(=O)c1ccc(OCC(=O)NC2CCCCCCC2)cc1	i	1.2
COCCNc1nc2cc(-c3ccsc3)sc2c(=O)n1C	i	0.8
CC(C)N(Cc1ccccc1)C(=O)CN1C(=O)NC2(CCOc3ccccc32)C1=O (stereo not given)	i	1.1
CN(CC(=O)Nc1ccc(F)cc1)C(=O)COC(=O)/C=C/c1ccccc1[N+](=O)[O-]	i	0.0
N#CC1(c2ccccc2)CCC(=NNS(=O)(=O)c2ccccc2)CC1 (stereo not given)	i	1.9
COc1ccc(NC(=O)C2(C)CCN2C(=O)C(C)C)cc1F (stereo not given)	i	0.7
Cc1cccc(NC(=O)CCCCC(=O)Nc2cccc(C)c2)c1	i	0.3
O=[N+]([O-])c1ccc(N/N=C/C=C/c2ccco2)cc1	i	0.7
COc1cccc(NC(=O)C2CC2)c1	i	2.4
OC[C@H]1O[C@H](c2nc(-c3nc(-c4cccs4)no3)cs2)C[C@@H]1O	i	0.7
CC(=O)c1ccc(OC(=O)C2CSC3(C)CCC(=O)N23)cc1 (stereo not given)	i	0.5
CC1(C(=O)NS(=O)(=O)c2ccccc2Cl)CCN1C(=O)Cc1ccccc1Cl (stereo not given)	i	0.0
O=C1c2ccccc2-c2n[nH]c3cccc1c23	i	2.3
N#Cc1cccc(C(=O)Nc2cc(S(=O)(=O)N3CCOCC3)ccc2N2CCCC2)c1	i	0.9
Cc1cc2oc(=O)cc(CN3CCN(c4ccccc4)CC3)c2cc1Cl	i	1.4
COCCCNC(=O)c1ccc2sc(C3=C[C@@H](O)[C@@H](O)[C@@H](CO)O3)nc2c1	i	0.7
O=C(CNS(=O)(=O)c1ccc(Br)cc1Cl)OCC(=O)N1CCCC1=O	i	0.6

Three records picked at random from the list so far:
SMILES	Myeloid diff 2	Myeloid diff 2 GFP+ MAC1+ %
O=C1c2ccccc2-c2n[nH]c3cccc1c23	i	2.3
COC(=O)c1ccc(OCC(=O)NC2CCCCCCC2)cc1	i	1.2
COc1cc(C(=O)OCC(=O)N(CC(C)C)C2CCS(=O)(=O)C2)cc(OC)c1C (stereo not given)	i	0.5

Next structures
SMILES	Myeloid diff 2	Myeloid diff 2 GFP+ MAC1+ %
CN1OC[C@@H]2C(=O)N3CCc4c([nH]c5ccccc45)[C@@H]3C[C@@H]21	i	0.3
CCOC(=O)[C@]12CCC=C1N(Cc1ccc3c(c1)OCO3)C(=O)[C@H](CC(=O)NCC1CCCCC1)C2	i	1.5
COc1ccc(/C=C/C(=O)Nc2cccc(S(=O)(=O)N3CCOCC3)c2)cc1OC	i	1.2
COCC(=O)N(C)[C@H]1C[C@H]2c3cc(-c4ccccc4)ccc3CCN2C(=O)[C@H]1[C@H](C)O	i	0.2
O=C(NCC1CCOCC1)c1cccc2c(-c3cccnc3)coc12	i	0.5
COC[C@@H]1CCCN1c1ccc2c(c1)O[C@@H](COCc1ccccc1)CN([C@@H](C)c1ccccc1)S2(=O)=O	i	0.8
O=C(O)c1cc2c(ncc3c(=O)n(-c4ccccc4)[nH]c32)s1	i	1.4
O=C1c2cc(Cl)ccc2-c2c(O)cc(Cl)cc21	i	1.2
C[C@H](CO)N1C[C@H](C)[C@@H](CN(C)Cc2ccc3c(c2)OCO3)Oc2c(NC(=O)Cc3ccccc3)cccc2C1=O	i	0.5
O=C(NCCCNC(=O)c1c(Cl)cccc1Cl)c1c(Cl)cccc1Cl	i	0.4
O=C(CCC(=O)c1ccc(Cl)cc1)OCn1nnc2ccccc2c1=O	i	0.1
C[C@H]1CN([C@@H](C)CO)C(=O)c2cc(NC(=O)Cc3ccccc3)ccc2O[C@H]1CN(C)Cc1ccccc1	i	0.1
COC(=O)Cn1cnc2c(Cl)nc(F)nc21	i	2.0
CC1CCC(NC(=O)C2CCC(CNS(=O)(=O)c3ccc4c(c3)C(C)(C)C(=O)N4C)CC2)CC1 (stereo not given)	i	1.3
COC(=O)/C=C/c1ccc2c(c1)S(=O)(=O)N(c1cccc(OC)c1)[C@H]2CC(=O)OC	i	1.6
Cc1csc(=O)n1CCC(=O)N(C)Cc1c(F)cccc1Cl	i	0.8
CC1CCCCC1NC(=O)COC(=O)c1ccc2ncsc2c1 (stereo not given)	i	1.5
CC1(C)Nc2ccccc2C(=O)N1c1ccc(Br)cc1	i	0.6
CC1CN(Cc2ccccc2)C(=S)N(c2ccccc2)C1=O (stereo not given)	i	1.0
CSc1ccc(CNC(=O)C2(C)CCCN(C(C)=O)C2)cc1 (stereo not given)	i	1.4
CCN(CC)S(=O)(=O)c1ccc(O)c(C(=O)OCC(=O)N2CCCc3ccccc32)c1	i	1.5
CC(C)NC(=O)N(C)C[C@H]1Oc2c(NC(=O)Nc3ccccc3)cccc2C(=O)N([C@H](C)CO)C[C@@H]1C	i	0.9
C=CCN(c1ccccc1OC)S(=O)(=O)c1cccc(C(=O)Nc2nnc(C3CC3)s2)c1	i	0.3
Cc1cc(=O)n2[nH]c(Nc3cccc(Cl)c3)nc2n1	i	0.5
CCOC(=O)N1CCC2CC1c1cc(-c3cccc(OC)c3)ccc12 (stereo not given)	i	0.4
CCN(C(=O)CN1C(=O)NC(c2ccccc2)(c2ccc(C)c(C)c2)C1=O)C1CCS(=O)(=O)C1 (stereo not given)	i	0.7
O=C(NCC1COc2ccccc2O1)c1ccc(Cl)c(S(=O)(=O)N2CCCC2)c1 (stereo not given)	i	0.7
COc1ccc(-c2ccc3c(c2)c(Sc2ccccc2)c(-c2ccccc2)n3C)cn1	i	1.9
CC(C)NC(=O)C1C(c2ccc(C(F)(F)F)cc2)=Nc2ccccc2N1C(=O)c1ccccc1 (stereo not given)	i	5.7
O=S1(=O)CC(N2CCC(c3ccccc3)CC2)CN1Cc1ccc(F)cc1 (stereo not given)	i	1.2
Cc1ccccc1NC(=O)Cc1nc(COC(=O)CNC(=O)c2ccc(Cl)cc2Cl)cs1	i	0.6
C[C@H]1CN([C@@H](C)CO)C(=O)c2cc(NC(=O)NC3CCCCC3)ccc2O[C@H]1CN(C)C(=O)Nc1ccc(C(F)(F)F)cc1	i	2.9
CN(C)c1ccc(-c2csc(C(O)c3ccc(F)cc3)n2)cc1 (stereo not given)	i	1.2
Cc1nccn1CCC(=O)NC1CCCc2c1cnn2-c1ccc(C(C)(C)C)cc1 (stereo not given)	i	1.4
COc1ccc(/C=C2/SC(=O)N(CCNC(=O)C3CC(=O)N(Cc4ccccc4)C3)C2=O)cc1 (stereo not given)	i	0.5
CC(C)(OC(=O)c1ccc(C#N)cc1)c1cc2ccccc2c(=O)o1	i	2.1
COCCN1C[C@@H](CO)O[C@@H](n2cnc3c(N4CCN(C)CC4)ncnc32)C1	i	1.6
CC1=C(C(=O)N(C(C)C)C(C)C)CC(CC(=O)NCc2cccc3ccccc23)C(=O)N1CCCN1CCCC1=O (stereo not given)	i	1.3
COC(=O)[C@H](CC(C)C)NC(=O)Cn1cnc2c(SC)nc(N)nc21	i	0.2
CCCn1c(N)c(C(=O)CN(C)CC(=O)Nc2c(Cl)cccc2Cl)c(=O)[nH]c1=O	i	0.1
COc1ccc([C@H]2CC(=O)C=C(c3cccc(OC(F)(F)F)c3)C2)cc1	i	1.9
CS(=O)(=O)Cc1ccc(C(=O)N2CCN(C(=O)c3cccs3)CC2)cc1	i	0.8
COc1ccc(S(=O)(=O)N(C)C[C@H]2Oc3c(NS(=O)(=O)c4ccc(F)cc4)cccc3C(=O)N([C@H](C)CO)C[C@@H]2C)cc1	i	0.5
O=C(Cn1sc2ccccc2c1=O)Nc1ccc(F)cc1	i	0.0
O=C1C2CCCCN2C(=O)N1CCN1CCN(c2ccc(F)cc2)CC1 (stereo not given)	i	1.0
CC1(C(=O)NS(=O)(=O)c2cccc(OC(F)F)c2)CCN1C(=O)Cc1cccs1 (stereo not given)	i	0.7
CC(O)(c1ccccc1)c1nc(-c2cccc(C(F)(F)F)c2)cs1 (stereo not given)	i	1.0
Cc1cc(NC(=O)COC(=O)c2c(C)c(C)c(C)c(C)c2C)no1	i	0.5
COc1ccc(S(=O)(=O)N2CCCCCC2)cc1NC(=O)CCNC(=O)c1ccc(Cl)cc1	i	1.0
C[C@H]1CN([C@@H](C)CO)C(=O)CCCn2nncc2CO[C@H]1CN(C)C(=O)c1ccc2ccn(C)c2c1	i	0.8

Continuation.
SMILES	Myeloid diff 2	Myeloid diff 2 GFP+ MAC1+ %
O=C(COc1ccccc1[N+](=O)[O-])OCC(=O)c1ccc(Br)s1	i	1.9
CNc1cccc(-c2ccc(N3CCN(C)CC3)nc2)n1	i	1.2
CCOC(=O)c1sc(NC(=O)C2CC(=O)N(c3ccc4c(c3)OCCO4)C2)nc1C (stereo not given)	i	2.2
CC1(C(=O)NCc2cccs2)Cc2c(-c3ccc(C(N)=O)cc3)ccnc2O1 (stereo not given)	i	1.5
O=[N+]([O-])c1ccc(S(=O)(=O)Nc2ccc(-c3ccccc3)cc2)cc1	i	0.5
CCC(C)c1ccccc1N1CC(C(=O)Nc2ccc(N3CCOCC3)cc2)CC1=O (stereo not given)	i	0.7
COc1ccc2[nH]c3c(c2c1)CCN1C(=O)C(CC(=O)NCCN2CCOCC2)C[C@H](C(=O)N2CCOCC2)[C@@]31CCC1CCCC1 (stereo not given in full)	i	1.0
COCCNC(=S)Nc1ccc(N2CCOCC2)c(S(=O)(=O)Nc2ccccc2OC)c1	i	0.2
COCCN(CC(=O)Nc1cccc(C)c1C)C(=O)Cn1cnc2ccccc2c1=O	i	0.4
C/C(=N\NC(=O)C1CCCC1)c1ccc(NC(=O)C(F)(F)F)cc1	i	1.7
O=C(COC(=O)c1cccnc1Cl)NCc1ccc(F)cc1	i	1.9
O=C(CSc1ccccc1)OCC(=O)N1CCN(C(=O)c2ccco2)CC1	i	0.4
CC1(C)CC2CC(C)(CN2C(=O)COC(=O)c2cccc([N+](=O)[O-])c2)C1 (stereo not given)	i	1.2
CC(NC(=O)c1cccc(S(=O)(=O)N2CCN(Cc3ccccc3)CC2)c1)c1ccc(Cl)cc1 (stereo not given)	i	0.7
Cc1ccnc(NC(=O)c2cccc(NC(=O)CC3SC(N4CCCCC4)=NC3=O)c2)c1 (stereo not given)	i	1.1
C(=Cc1c[nH]c2ccccc12)c1ccc2ccccc2n1	+	21.7*
COc1cccc(NC(=O)CN(C)CC(=O)NCc2ccc3c(c2)OCO3)c1	i	1.1
O=C(CSc1nc2[nH]c(=O)cc(O)c2s1)NCCc1ccccc1	i	0.7
Cc1c(Cc2ccccc2)[n+](=O)c2ccccc2n1[O-]	i	0.4
O=S(c1ccccc1O)S(=O)c1ccccc1O (stereo not given)	i	0.8
CCN(C(=O)COC(=O)COc1ccc2c(c1)CCC2)c1c(N)n(Cc2ccccc2)c(=O)[nH]c1=O	i	0.5
COc1ccc(NC(=O)CNc2cccc(S(=O)(=O)N3CCCCCC3)c2)c([N+](=O)[O-])c1	i	2.0
CCOc1ccc(CCN2C(=O)C(=O)N([C@@H](CC(C)C)CN3CCC[C@H]3CN3C(=O)C(=O)NC[C@@H]3CC(C)C)C[C@@H]2Cc2ccccc2)cc1	i	1.3
O=C1c2ccccc2C(=O)N1CCOc1ccccc1	i	0.8
COc1ccccc1-c1sc2cc3c(cc2c1-c1ccc2c(c1)OCO2)OCO3	i	1.5
OCc1ccc2c(c1)c(-c1ccc3c(c1)OCCO3)c(-c1ccccc1)n2-c1ccccc1	i	2.1
CCCCn1c(N)c(N(CCC)C(=O)C2CCCC2)c(=O)[nH]c1=O	i	1.0

Ordered by count of non-hydrogen atoms (falling): some entries from above
SMILES	Myeloid diff 2	Myeloid diff 2 GFP+ MAC1+ %
CCOc1ccc(CCN2C(=O)C(=O)N([C@@H](CC(C)C)CN3CCC[C@H]3CN3C(=O)C(=O)NC[C@@H]3CC(C)C)C[C@@H]2Cc2ccccc2)cc1	i	1.3
CCN(C(=O)COC(=O)COc1ccc2c(c1)CCC2)c1c(N)n(Cc2ccccc2)c(=O)[nH]c1=O	i	0.5
CCC(C)c1ccccc1N1CC(C(=O)Nc2ccc(N3CCOCC3)cc2)CC1=O (stereo not given)	i	0.7
CC1(C)CC2CC(C)(CN2C(=O)COC(=O)c2cccc([N+](=O)[O-])c2)C1 (stereo not given)	i	1.2
O=C(CSc1nc2[nH]c(=O)cc(O)c2s1)NCCc1ccccc1	i	0.7
CNc1cccc(-c2ccc(N3CCN(C)CC3)nc2)n1	i	1.2
